# D3 ag: agonists of human D3 dopamine receptor; P35462; D3R DiscoveRx beta-arrestin cells, luminescence, 90 min; max activation, %; 410,000 tested, 0.58% active; AID 652048; in the data active means max activation above about 30%; further: 0% is about no effect; mostly tested at two doses, the higher about 12 µM
# Target sequence (P35462 whole entry, looked up): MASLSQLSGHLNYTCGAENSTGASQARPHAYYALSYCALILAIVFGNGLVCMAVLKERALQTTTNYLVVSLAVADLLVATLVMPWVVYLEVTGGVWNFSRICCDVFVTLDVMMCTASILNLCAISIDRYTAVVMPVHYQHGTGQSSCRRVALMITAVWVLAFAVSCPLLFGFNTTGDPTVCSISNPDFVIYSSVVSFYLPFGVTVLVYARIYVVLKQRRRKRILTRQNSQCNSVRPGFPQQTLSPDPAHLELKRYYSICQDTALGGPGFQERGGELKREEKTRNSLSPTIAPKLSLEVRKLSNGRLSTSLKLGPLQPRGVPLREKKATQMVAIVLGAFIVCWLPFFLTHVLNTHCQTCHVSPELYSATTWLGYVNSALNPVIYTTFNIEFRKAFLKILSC
#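 Agonist-mode cell screen: cells plated at 1500/well and incubated overnight at 37 °C, then exposed to library compounds for 90 min at 37 °C. Detection reagent was added for 30–60 min at room temperature, and luminescence was read.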
# Mm-Cpn inhibitor: inhibitors of Methanococcus maripaludis chaperonin (MmCpn); purified Mm-Cpn ATPase, ADP Transcreener TR-FRET; Potency, µM (titrated, usually from 76.9 µM), without a hit: at the top dose activity, negative = inhibition, hits mostly inhibitors; 330,000 tested, 0.031% active; further: potency means the concentration at half of the fitted maximal effect; on the % scale 0 is the no-effect control and ±100 the full control effect; nearly all actives have a fitted effect of over 80% in size
#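 Measured: ADP formation by purified Mm-CPN. Conditions: 25 nM protein, 10 uM ATP, Tris pH 7.4 with Mg2+, K+ and DTT, 37°C for 30 min. Detection: Transcreener HTRF after 30 min at room temperature.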
# EPAC2 antagonist: blocks human EPAC2 exchange factor; EPAC2 GEF exchange of Rap1B-BODIPY-GDP, fluorescence; Potency, µM (top dose mostly 114 µM), for inactives: top-dose activity, negative = inhibition, most hits filed as inhibitors; 360,000 tested, 0.18% active; AID 720708; further: potency means the concentration at half of the fitted maximal effect; on the % scale 0 is the no-effect control and ±100 the full control effect; nearly all actives have a fitted effect of over 45% in size; many of its hits are not listed in these tables
# CCT modulator: modulators of cytosolic chaperonin (CCT/TRiC) activity; purified chaperonin ATPase assay, HTRF ADP detection, 30 min; activity change, % (concentration not given with the values), hits read low; 360,000 tested, 0.3% active; in the data active means activity change below about -30%; further: on the % scale 0 is the no-effect control and ±100 the full control effect
#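 Nucleotide hydrolysis assay: TRiC at 20–40 nM final (set by batch activity) with 10 uM ATP, 30 min at 37 °C, in presence of 76 uM compound. Detection by competitive ADP HTRF, 30 min ambient.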
# EPAC2 ag: agonists of human EPAC2 (RAPGEF4); EPAC2 activation, biochemical qHTS; response scale: 100% = 6.5 mM cAMP response; 360,000 tested, 0.079% active; AID 720711; Potency, µM (series often up to 154 µM), without a hit: top-dose activation, usual class: activators; further: potency means the concentration at half of the fitted maximal effect; nearly all actives have a fitted effect of over 50% in size
#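 Each well held 100 nM EPAC2, 250 nM RAP1B-BODIPY-GDP and 50 uM GDP. Fluorescence, read at 5-min intervals to 30 min, was referenced to a 6.5 mM cAMP positive control.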
# PTHR1 ag: PTHR1 (human) receptor agonism; HEK293 GP2 PTHR1 cells, GloSensor cAMP luminescence, 1 h; Q03431; Potency, µM (series often up to 115 µM), for the others: top-dose activation, usual class: activators; 410,000 tested, 0.075% active; further: potency means the concentration at half of the fitted maximal effect; nearly all actives have a fitted effect of over 55% in size; some results filed as inactive show a strong effect at the top dose; inactives centre near -15; many of its hits are not listed in these tables
# Target sequence (Q03431 whole entry, looked up): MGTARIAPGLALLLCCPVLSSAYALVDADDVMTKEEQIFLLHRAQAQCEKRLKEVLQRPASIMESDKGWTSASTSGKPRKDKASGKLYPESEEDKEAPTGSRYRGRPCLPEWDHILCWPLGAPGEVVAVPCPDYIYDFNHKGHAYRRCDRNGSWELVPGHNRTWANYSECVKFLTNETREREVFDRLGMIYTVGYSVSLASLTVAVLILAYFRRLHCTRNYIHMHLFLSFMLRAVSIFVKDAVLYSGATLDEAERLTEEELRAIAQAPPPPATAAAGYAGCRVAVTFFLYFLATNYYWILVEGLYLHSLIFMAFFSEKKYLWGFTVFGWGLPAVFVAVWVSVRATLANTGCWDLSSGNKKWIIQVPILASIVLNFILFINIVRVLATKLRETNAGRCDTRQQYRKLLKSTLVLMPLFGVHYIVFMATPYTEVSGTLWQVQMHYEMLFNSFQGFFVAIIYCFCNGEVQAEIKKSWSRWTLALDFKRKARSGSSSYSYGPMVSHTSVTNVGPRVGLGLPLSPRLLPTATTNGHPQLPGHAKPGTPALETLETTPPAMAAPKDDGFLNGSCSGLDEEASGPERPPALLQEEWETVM
#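 HEK-293-derived GP2 cells expressing PTHR1 and a GloSensor cAMP reporter, 3,000/well, plated overnight, given luciferin plus IBMX (each 0.5 mM as added) for 1 h at 37 °C, then compound for 1 h at 37 °C. Luminescence was read after 15 min at room temperature.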
# D3 antag: D3 dopamine receptor (human) antagonism. AID 652054. D3R cells, DiscoveRx beta-arrestin luminescence, antagonist mode; active compounds read low. 360,000 tested, 2.5% active. P35462. max response, negative = inhibition, %; in the data active means max response below about -50%; inconclusive means no clear call, values can overlap the other calls; further: on the % scale 0 is the no-effect control and ±100 the full control effect; mostly tested at two doses, the higher about 12 µM
#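 Cells expressing the human receptor were seeded at 1500 cells/well, incubated overnight at 37 degrees C in 5% CO2, then exposed to library compounds with dopamine controls for 90 minutes at 37 degrees C before luminescent detection.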
# Akt phos inh: Akt phosphorylation inhibition | activity change, % for hits at 50 µM | 360,000 tested, 0.32% active | Neuro2A IGF-stimulated pAkt S473 HTRF, 20 min; active compounds read low; in the data active means activity change below about -80%; inconclusive means mostly about -51% to -80%; further: on the % scale 0 is the no-effect control and ±100 the full control effect
#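 Neuro2A cells in DMEM with 0.5% FBS, overnight at 37 deg C, given compound at single 50 µM final, then IGF (6 nM final) for 20 min at 37 deg C. Lysed; phospho-Akt Ser473 by HTRF after 24 h, 665/615 ratio.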
# An asterisk follows results filed as active; i = inactive; ? = inconclusive; / = no result given; [ ] = remark or other dose. Unless noted, the call rests on the fitted dose curve; in most records, active means well fitted curve in the direction sought with a large enough effect; inconclusive means small, poorly fitted or top-dose-only effect, or another doubt; inactive means no such curve, though single readings can be large; an effect the other way counts as inactive or inconclusive. An excerpt; rates above refer to the full screens.
SMILES,D3 ag,Mm-Cpn inhibitor,EPAC2 antagonist,CCT modulator,EPAC2 ag,PTHR1 ag,D3 antag,Akt phos inh
O=C(NC(CSSCC(NC(=O)c1ccccc1)C(=O)O)C(=O)O)c1ccccc1 (configuration not stated),-2.7,/,-13.1%,0.0,-0.6%,i,9.3,i
COc1ccc(-n2nc3c(c2NC(=O)c2cc(Br)ccc2Cl)CS(=O)C3)cc1 (configuration not stated),-4.8,0.5%,-15.8%,1.5,1.1%,-17.8%,7.0,i
Cc1ccc(-c2c(C(=O)N/N=C/c3cccnc3)nnn2-c2nonc2N)cc1,14.6,0.2%,-1.0%,-1.0,-4.2%,-30.0%[inhibitor],-3.6,i
COc1ccc(CNC(=O)C(=O)NC2CCC(C)CC2)cc1 (configuration not stated),-1.5,-1.8%,-3.8%,-2.1,9.1%,-7.9%,5.7,i
CCN(C(=O)COC(=O)CCc1ccc(OC)cc1)c1c(N)n(Cc2ccccc2)c(=O)[nH]c1=O,3.9,0.8%,25.5%,1.5,-4.5%,i,16.4,i
COc1ccccc1S(=O)Cc1ccc(C(=O)O)o1 (configuration not stated),4.1,0.2%,9.2%,0.5,-4.0%,-31.2%[inhibitor][57.5 µM],15.1,i
O=C1[C@H]2[C@H](C=CC[C@H]2C(=O)N2CCOCC2)CCN1Cc1ccc(Cl)c(Cl)c1,-5.2,/,10.4%,1.5,4.6%,-6.7%,0.1,i
O=C(CSc1nnnn1Cc1ccccc1)Nc1cccc(F)c1,13.5,-0.6%,-5.9%,-0.8,7.5%,i,-23.6,i
CCOCCOC(=O)c1[nH]c2c(c1C)C(=O)CC(c1cc(OC)c(OC)c(OC)c1)C2 (configuration not stated),7.9,-1.3%,-24.6%,-2.9,0.7%,-18.7%,7.3,i
Cc1cccn2cc(-c3cccc(S(=O)(=O)N4CCCCC4)c3)nc12,1.8,-2.2%,-5.3%,1.0,20.9%,-6.7%,-12.1,i
COc1ccc(C(C)=O)cc1CSc1nc2ccccc2o1,-5.1,-0.7%,-24.3%,-0.3,-81.6%[15.6 µM],-8.8%[57.5 µM],16.7,/
CCC1NC(=O)c2cc3ccccc3cc2-n2c1nc1cc(C)cc(C)c1c2=O (configuration not stated),-1.6,/,20.0%,-1.1,-13.6%,-24.3%,13.8,i
Cc1ccc(-c2ccc(CN3C(C)C(=O)N(Cc4cn(Cc5ccco5)nn4)CCS3(=O)=O)cc2)c(C)c1 (configuration not stated),6.8,/,-5.1%,0.0,12.3%,-19.2%,20.4,i
CCOCCCNC(=O)C1(O)c2cc(Br)ccc2NC(=O)N1c1cccc(OC)c1 (configuration not stated),-12.0,-2.4%,4.4%,-0.9,8.4%,7.3%,11.6,i
COc1ccc(C(=O)CC2SC(N)=NC2=O)cc1 (configuration not stated),-2.7,1.3%,-0.3%,-1.8,3.2%,-6.3%,-7.5,i
CC(C)C[C@@H]1NC(=O)[C@H](C(C)C)NC(=O)c2cc([N+](=O)[O-])cc(I)c2NCC[C@@H](C(N)=O)NC1=O,-2.5,-2.3%,38.0%[activator],-1.8,-14.4%,19.0%,-9.2,i
COc1ccc(CCNC(=O)/C=C/C(=O)O)cc1,7.0,0.0%,0.4%,0.4,10.2%,-21.6%,9.1,i
Cc1cc(NC(=O)C2CC(c3cccc(Br)c3)=NO2)no1 (configuration not stated),0.1,1.0%,7.8%,4.6,1.1%,-21.9%,-22.1,i
COc1ccc(C2CC(c3ccc(OC)cc3)n3nc(NC(=O)c4ccco4)nc3N2)cc1 (configuration not stated),-1.7,0.4%,-1.7%,-2.8,-1.0%,-0.5%[57.5 µM],?,i
COc1ccc(OC)c(NC(=O)COC(=O)c2ccc(S(=O)(=O)N3CCCCC3)cc2)c1,-1.6,/,1.8%,-0.6,5.2%,i,0.8,i
CN(C)c1nc(N(C)C)nc(N(C#N)Cc2ccc(Cl)cc2)n1,-1.1,-16.1%,-29.4%,1.7,6.5%,i,16.5,i
CC(=O)CS(=O)(=O)c1ccc(Oc2ccc(S(=O)(=O)CC(C)=O)cc2)cc1,1.5,-3.7%,-4.0%,-3.1,10.2%,-5.6%,27.8,i
Cc1cnc(NC(=O)CN(C)S(=O)(=O)c2ccc(Cl)cc2)s1,2.7,1.3%,-22.7%,0.7,4.8%,-12.3%,5.7,i
CCOC(=O)C(Cc1ccc(N)cc1)N1C(=O)c2ccccc2C1=O (configuration not stated),-3.8,0.0%,-11.3%,1.7,-1.6%,-68.6%[inhibitor],7.2,i
C[C@@H]1CN([C@H](C)CO)C(=O)CCCn2cc(nn2)CO[C@H]1CN(C)C(=O)OCc1ccccc1,1.9,/,-8.4%,-2.4,-4.7%,-28.3%,20.7,i

# Continuation.
SMILES,D3 ag,Mm-Cpn inhibitor,EPAC2 antagonist,CCT modulator,EPAC2 ag,PTHR1 ag,D3 antag,Akt phos inh
CCOCCn1c(SCC(=O)OCc2ccccc2)nc2c1c(=O)[nH]c(=O)n2C,3.8,0.5%,17.3%,0.1,3.3%,-23.3%,14.6,i
CCCN(CCC)C(=O)CC(c1ccccc1)c1ccco1 (configuration not stated),11.0,-0.9%,-4.6%,1.2,4.7%,i,0.5,i
COc1ccccc1/C=C/C=N/N1CCN(Cc2ccccc2)CC1,3.3,0.0%,-2.5%,-3.2,12.0%,-11.6%,-5.0,i
CCCNCc1cc(OC)c(OCCC)cc1Cl,1.5,0.7%,1.9%,1.0,-0.8%,-13.7%[57.5 µM],-25.5,i
O=C(Cn1cc([N+](=O)[O-])cn1)N1N=C(C(F)F)CC1(O)C(F)F (configuration not stated),-2.9,-1.0%,-1.2%,-3.7,-9.8%,-2.2%[57.5 µM],8.9,i
COc1ccc(/C=C/C(=O)Oc2cccc(/C=N/NC(=O)c3cccc(F)c3)c2)cc1,-2.5,1.0%,17.5%,0.0,-2.3%,-11.2%,-8.5,i
CCOC(=O)C1=C(c2ccccc2)Nc2ncnn2C1c1cccc(OC)c1OC (configuration not stated),6.6,-2.3%,6.4%,-1.9,-20.1%,i,-14.9,i
Cn1c(-c2ccc3ccccc3n2)nc2cnccc21,11.6,-2.6%,-7.0%,-3.0,-19.0%,-85.2%[inhibitor][57.5 µM],-59.0*,i
O=C(NC1CC2CCCC(C1)N2C(=O)NC1CCCCC1)c1ccccc1 (configuration not stated),0.8,2.1%,3.7%,-1.9,2.1%,-2.6%[57.5 µM],-4.0,i
CC(C)=NNc1cnnc2ccc([N+](=O)[O-])cc12,3.9,/,11.1%,-1.0,3.0%,i,4.6,i
COc1cc(/C=C/c2cccc[n+]2C)ccc1OCC(=O)Nc1ccccc1,3.9,-3.4%,12.2%,-1.2,-5.4%,-2.5%,9.9,i
CC1(C(=O)NS(=O)(=O)c2ccc(F)cc2F)CCN1C(=O)c1ccccc1CCc1ccccc1 (configuration not stated),-4.5,/,-17.4%,0.5,-2.8%,i,2.8,i
c1ccc(Nc2nc(-c3ccccc3)nc3ccccc23)cc1,8.7,-2.3%,-8.3%,-0.4,16.8%,i,7.2,i
CCN(CC)C(=O)CN1C(=O)C2(OCC(C)(C)CO2)c2ccccc21,-1.5,0.2%,15.7%,-1.1,-0.8%,i,25.5,i
CCCSc1nc2ccsc2c(=O)n1CC,-15.9,2.8%,-2.7%,1.8,1.8%,i,-23.4,i
C=CCN1C(=NC(=O)COc2ccccc2)SC2CS(=O)(=O)CC21 (configuration not stated),1.5,0.2%,-8.8%,-1.8,3.2%,i,2.3,i
CN(C)CCNC(=O)c1cccc(-c2cnc3c(NC=O)cc(-c4cccs4)cn23)c1,2.3,/,9.6%,-2.6,5.2%,-29.3%,9.8,i
O=C(Nc1ccc(N2CCOCC2)cc1)C1CC(=O)N(c2ccc(F)cc2)C1 (configuration not stated),7.8,-21.3%,-3.9%,0.6,-2.3%,-3.9%,11.5,i
Cn1c(=O)c2c(nc(NCCNC(=O)c3ccco3)n2Cc2ccccc2F)n(C)c1=O,3.3,-3.8%,3.3%,0.2,1.0%,-9.8%,2.5,i
COc1ccc(-c2nc(CS(=O)CC(=O)NC3CCC(C)CC3)c(C)o2)cc1OC (configuration not stated),7.9,2.1%,-3.1%,1.4,6.3%,-22.9%,11.5,i
Cc1cc(C)c2ccc(/C=N/O)nc2c1O,-6.9,2.2%,-3.9%,-1.2,4.5%,i,-9.9,i
CN1CCN(CCNC(=O)Cn2c(=O)c3cccn3c3ccc(F)cc32)CC1,-4.0,1.0%,-3.6%,-1.1,6.4%,-15.5%,-13.5,i
COc1ccc(N2C(=O)CS/C2=N\C(=S)Nc2ccccc2)cc1,-20.1,-14.1%,1.2%,0.9,5.3%,i,-19.6,i
c1coc(CNc2c3c(nc4ccccc24)CCC3)c1,-7.8,1.9%,-4.7%,-6.2,5.7%,-24.4%,-19.5,i
CCOc1ccc(NC(=O)c2cccc(OC(=S)N3CCOCC3)c2)cc1,3.4,1.6%,2.4%,0.7,-16.8%,-25.2%,3.7,i
CCc1ccc(C(=O)NCc2ccc(Cl)cc2)cc1,-18.7,-0.3%,0.7%,-2.8,-5.4%,i,-11.7,i
COc1ccc(Nc2nc(N/N=C/c3ccc(N(C)C)cc3)nc(C)c2[N+](=O)[O-])cc1,5.6,1.3%,-19.6%,1.4,-1.3%,-58.9%[inhibitor],-1.9,i
COc1ccc(/C=C/C(=O)Nc2ccc(NC(C)=O)cc2)cc1S(=O)(=O)N1CCOCC1,2.0,-3.8%,17.8%,-27.3,6.6%,29.2%,-11.4,i

# 4 entries drawn at random from those above, as already listed:
SMILES,D3 ag,Mm-Cpn inhibitor,EPAC2 antagonist,CCT modulator,EPAC2 ag,PTHR1 ag,D3 antag,Akt phos inh
CC(=O)CS(=O)(=O)c1ccc(Oc2ccc(S(=O)(=O)CC(C)=O)cc2)cc1,1.5,-3.7%,-4.0%,-3.1,10.2%,-5.6%,27.8,i
C=CCN1C(=NC(=O)COc2ccccc2)SC2CS(=O)(=O)CC21 (configuration not stated),1.5,0.2%,-8.8%,-1.8,3.2%,i,2.3,i
CCC1NC(=O)c2cc3ccccc3cc2-n2c1nc1cc(C)cc(C)c1c2=O (configuration not stated),-1.6,/,20.0%,-1.1,-13.6%,-24.3%,13.8,i
COc1ccc(C(=O)CC2SC(N)=NC2=O)cc1 (configuration not stated),-2.7,1.3%,-0.3%,-1.8,3.2%,-6.3%,-7.5,i

# High-throughput results: PubChem BioAssay, National Center for Advancing Translational Sciences (NCATS)
